HT1080 IDH1KD tx = kills HT-1080 cells with IDH1 knockdown; 2% of 360,000 active; HT-1080 IDH1 knockdown viability, ATP luminescence, 48 h; Potency, µM (highest dose often 46.1 µM), for inactives: top-dose activity, negative = toxicity, hits mostly cytotoxic; AID 686971;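 also: 0% = DMSO wells and -100% = cell-free medium wells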
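Using the IDH1-knockdown HT-1080 line run in the same batch and compound series as the NT line, viability after 48 h at 37 °C was determined by CellTiter-Glo luminescence and expressed as % activity.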
GLP1R ag = activates the human GLP-1 receptor; P43220; HEK293 GLP-1R CRE-luciferase, luminescence, 4-6 h; cells express a hypersensitive GLP-1R form; Potency, µM (highest dose often 45.6 µM), for inactives: at the highest dose activation, most hits filed as activators; 0.007% of 380,000 active; AID 624172; also: % of control where 0% means no effect
Target sequence (P43220 whole entry, looked up): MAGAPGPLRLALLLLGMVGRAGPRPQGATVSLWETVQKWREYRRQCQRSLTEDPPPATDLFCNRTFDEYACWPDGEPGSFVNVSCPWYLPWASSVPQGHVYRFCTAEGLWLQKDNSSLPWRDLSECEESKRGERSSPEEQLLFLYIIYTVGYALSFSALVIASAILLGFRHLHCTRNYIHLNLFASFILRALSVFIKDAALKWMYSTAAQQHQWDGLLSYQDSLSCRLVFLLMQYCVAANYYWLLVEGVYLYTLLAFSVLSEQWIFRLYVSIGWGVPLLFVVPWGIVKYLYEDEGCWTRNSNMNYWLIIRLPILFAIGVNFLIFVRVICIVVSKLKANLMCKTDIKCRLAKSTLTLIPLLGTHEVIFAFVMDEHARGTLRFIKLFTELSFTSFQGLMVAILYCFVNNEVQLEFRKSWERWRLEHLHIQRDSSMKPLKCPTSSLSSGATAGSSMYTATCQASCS
GLP1R inv ag = acts as inverse agonist at human GLP-1 receptor. HEK293 GLP-1R CRE-luciferase, luminescence, 24 h; GLP-1R form is constitutively active. Potency, µM (highest dose often 38.3 µM), for the others: at the top dose activity change, negative = inhibition, hits mostly inhibitors. 1.6% of 410,000 active; also: % is scaled to controls: 0 for no effect and ±100 for the full control effect; nearly all actives have a fitted effect of over 55% in size
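qHTS in 1536-well format: reporter HEK293 cells expressing constitutive GLP-1R activity in DMEM + 10% Nu serum, 24 hr with compounds at 37 deg C, luminescence read after 12 min with detection reagent.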
KB-3-1 cytotox = KB-3-1 parental cell cytotoxicity | AID 1347075 | 1.4% of 400,000 active | KB-3-1 viability, CellTiter-Glo ATP luminescence, 72 h | Potency, µM (series often up to 46.1 µM), inactives show top-dose activity change, negative = cytotoxic, hits mostly cytotoxic; also: % is scaled to controls: 0 for no effect and ±100 for the full control effect; nearly all actives have a fitted effect of over 60% in size
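Cytotoxicity in the drug-sensitive parental line KB-3-1 was scored as loss of CellTiter-Glo luminescence following 72 h incubation with compound. Values come from curve fitting of normalized concentration-response data.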
SW480 rerep = DNA re-replication induction in SW480 cells. SW480 DNA re-replication, Hoechst DNA content imaging, 48 h. Potency, µM (highest dose often 46.1 µM), for inactives: top-dose re-replication activation, hits mostly activators. 1.8% of 340,000 active. AID 624297; also: % of control where 0% means no effect; nearly all actives have a fitted effect of over 55% in size
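250 cells/well; 23 nL cpd via pin tool; 48 hr, 37 C, 5% CO2; Hoechst 40 min; imager read of total nuclear intensity, ex 405/em 500-530 nm.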
HEK293 tox = cytotoxic in the GLP-1 receptor inverse agonist counter-screen | HEK293 cAMP-luciferase reporter cells, luminescence, 24 h | Potency, µM (top dose mostly 38.3 µM), for inactives: top-dose activity change, negative = inhibition, most hits filed as inhibitors | 0.13% of 410,000 active | AID 624418;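 also: loss of luciferase light is scored as toxicity; % is scaled to controls: 0 for no effect and ±100 for the full control effect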
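Quantitative HTS format, 1536 wells, 200 cells/uL seeded. Compounds: 23 nL, 24 h, 37 °C. Detection: luciferase reagent, luminescence at 12 min RT; decreased signal taken as cytotoxic.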
KB-V1 MDR tox = KB-V1 MDR subline cytotoxicity; AID 1347076; Potency, µM (doses to about 46.1 µM), for the others: at the highest dose activity change, negative = cytotoxicity, hits mostly cytotoxic; 3.4% of 400,000 active; KB-V1 MDR cells viability, CellTiter-Glo, 72 h; also: % is scaled to controls: 0 for no effect and ±100 for the full control effect; nearly all actives have a fitted effect of over 60% in size
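Drug-selected KB-V1 cells, grown in DMEM lacking phenol red with 10% FBS, receive compound titrations; after three days at 37 degrees C, surviving cell ATP is quantified by CellTiter-Glo luminescence and responses normalized and curve-fitted.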
HT1080-NT tox = kills 2HG-producing HT-1080-NT fibrosarcoma cells | Potency, µM (titrated, usually from 46.1 µM), for inactives: at the top dose activity, negative = less viability, actives largely listed as cytotoxic | 1.6% of 360,000 active | HT-1080-NT fibrosarcoma viability, CellTiter-Glo ATP luminescence, 48 h | AID 686970;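 also: NT is the 2HG producing partner of a matched IDH1 knockdown line; 0% = DMSO-treated cells and -100% = media-only wells without cells; nearly all actives have a fitted effect of over 55% in size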
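750 cells/well, RPMI + 5% FBS; 2 h settle, compound pin-transfer, 48 h at 37 degrees C. CellTiter-Glo 10 min RT, luminescence. Normalized to DMSO and media-only wells.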
TDP43 rescue = rescues yeast growth from TDP-43 toxicity; 1.8% of 410,000 active; TDP-43 expressing yeast growth rescue, BacTiter-Glo, 24 h; Potency, µM (doses to about 46.1 µM), for the others: at the highest dose growth rescue (activation), hits mostly activators; AID 652104; also: % of control where 0% means no effect; nearly all actives have a fitted effect of over 50% in size
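Yeast expressing TDP-43 (pregrown in raffinose, seeded at OD600=0.02 in galactose medium) exposed to compounds 24 hr at 30 deg C. Growth read by BacTiter-Glo luminescence; rescue of toxicity appears as increased signal.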
* marks the source's active call; other numbers are inactive results; ? = inconclusive; . = not tested or not shown; & = joins results of further samples; [ ] = remark or other dose. Calls follow the shape of the dose curve; as a rule, active = well fitted curve in the direction sought with a large enough effect; inconclusive = small, poorly fitted or top-dose-only effect, or another doubt; inactive = no such curve, though single readings can be large; an effect the other way counts as inactive or inconclusive. Potency is read from the fitted curve at half-maximal effect.

canonical_smiles	KB-3-1 cytotox	TDP43 rescue	GLP1R ag	SW480 rerep	KB-V1 MDR tox	GLP1R inv ag	HT1080 IDH1KD tx	HEK293 tox	HT1080-NT tox
Nc1ncnc2c1nc(N1CCCCC1)n2[C@@H]1O[C@H](CO)[C@@H](O)[C@H]1O	24%	9%	2%	-16%	?	15%	8%	7%	16%
CCN1C(=O)[C@H]2[C@@H](c3ccc(-c4ccc(Cl)c(Cl)c4)cc3)N[C@@](CC(C)C)(C(=O)OC)[C@H]2C1=O	0%	-22%	-5%	12%	-16%	1%	2%	9%	2%
O=C(NCc1ccco1)/C(=C/c1ccc(C(F)(F)F)cc1)c1nc2ccccc2[nH]1	?	11%	-7%	21µM*	21%	-2%	-13%	-2%	-16%
Cc1ccc(S(=O)(=O)NC(C)(C)CSc2ccccn2)cc1	-17%	19%	-1%	19%	?	-6%	15%	12%	-5%
Cc1nc2ccn(Cc3ccccc3)c(=O)c2cc1C(=O)NCc1ccccc1F	?	20%	.	.	-9%	?	.	-9%	.
CCN1CCN(CC(=O)Nc2sc3c(c2C#N)CCC(C)C3)CC1 (configuration not stated)	?	-17%	3%	?	?	2µM*	?	-9%	18µM*
COCCNCCOc1ccccc1-c1ccccc1	-28%	-9%	2%	-1%[9.22 µM]	-14%	?	-14%	19%	-19%
COc1ccc(OCCCC(=O)OCC(=O)Nc2ncc(Cl)cc2Cl)cc1	-6%	-6%	0%	-92%[inhibitor]	-6%	54%[activator]	-3%	17%	11%
COc1ccc(-c2nc(C#N)c(N3CCC(C)CC3)o2)cc1	-4%	17%	15%	23%	-16%	10%	28%	-3%	13%
Cc1ccc(S(=O)(=O)N/N=C\c2cc([N+](=O)[O-])ccc2Cl)cc1	14%	9%	4%	28%	-2%	1%	?	0%	2%
COCCN(C(=O)COC(=O)Cc1coc2cc3c(cc12)CCC3)c1c(N)n(Cc2ccccc2)c(=O)[nH]c1=O	-2%	21%	0%	0%	0%	-25%	-1%	8%	-9%
Cc1nc2nc[nH]n2c(=O)c1NS(=O)(=O)c1ccc(C(C)(C)C)cc1	-8%	-13%[9.22 µM]	3%	-23%	-1%	8%	12%	3%	16%
Cc1cc(NC(=O)c2ccc(Cl)cc2)n(-c2ccccc2)n1	1%	28%	-2%	-10%	-6%	11%	1%	8%	-2%
CCc1nnc(NC(=O)C(NC(=O)c2ccccc2Cl)C(C)C)s1 (configuration not stated)	-16%	-9%	7%	?	?	-6%	6%	16%	4%
COc1cc(C2Nc3ccccc3-c3cc(C)nn32)ccc1O (configuration not stated)	-13%	15%	.	.	-7%	-12%	.	-5%	.
O=C(Nc1ccc(N2CCN(C(=O)c3cccs3)CC2)cc1)c1ccc(Br)o1	3%	25µM*	5%	?	-15%	-1%	16%	-36%	11%
CC(C)N(CC(N)=O)c1ccc(S(=O)(=O)N2CCCC2)cn1	15%	3%	-7%	-14%	-18%	-9%	6%	-3%	-1%[9.24 µM]
Cc1cc2ccccc2cc(C)c1=O	-6%	?	32%	-12%	9%	8%	12%	25%	1%
CN(C)c1ccc(C(=S)NCc2ccco2)cc1	-2%	21%	-28%	-7%	?	?	3%[9.24 µM]	3%	-1%
FC(F)(F)c1nc(N2CCCC2)ncc1-c1nnnn1-c1ccccc1	?	11%	1%	10%	2.9µM*	?	-29%	-12%	29%
CC1CCCCC1NC(=O)CSC1=Nc2ccccc2C2CC=NN12 (configuration not stated)	14%	?	-3%	4%	-4%	-5%	6%	4%	6%
Cc1ccc(Cn2ncc3c(NCCN(C)C)ncnc32)cc1	3%	-5%	-2%	-22%	0%	-1%	0%	22%	-15%
Cc1c(NC(=O)c2cc3ccccc3oc2=O)c(=O)n(-c2ccccc2)n1C	6%	-4%	-5%	-5%	-5%	7%	0%	1%	20%
COCCNCC(=O)Nc1ccc(C)c(S(=O)(=O)N2CCCCC2)c1	0%	8%	1%	3%	?	15%	5%	15%	-5%
CCC1CCCCN1CCCNC(=O)c1c(O)nc2cc(C)ccn2c1=O (configuration not stated)	15%&6%	2%&-7%	3%&-1%	1%	17%&2%	26%&-9%	4%	-5%&-4%	13%
CCn1ccc2cc(S(=O)(=O)N3CCC(C(=O)NCc4cccc(Cl)c4)CC3)ccc21	-13%	35%	.	.	-7%	?	.	-6%	.
C=CCNS(=O)(=O)c1ccc2c(c1)n(C)c(=O)n2C	7%	8%	3%	-7%	3%	6%	-1%	-2%	7%
Nc1nc(N)c2[nH]c(-c3ccccc3)nc2n1	-2%	13µM*	17%	-36%[inhibitor]	?	84%[activator]	5%	0%	7%
COc1cc(C)ccc1OCc1cc(C(=O)N2CCC(c3ccc(F)cc3)C2)no1 (configuration not stated)	3%	?	-1%	-5%	18%	6%	0%	2%	4%
CC(=O)OC(C)(CCC(C)(OC(C)=O)C(C)=O)C(C)=O (configuration not stated)	3%	16%	-5%	-3%	8%	0%	2%	2%	7%

Profiles from above.
Listed for C=CCNS(=O)(=O)c1ccc2c(c1)n(C)c(=O)n2C : KB-3-1 cytotox: 7%; TDP43 rescue: 8%; GLP1R ag: 3%; SW480 rerep: -7%; KB-V1 MDR tox: 3%; GLP1R inv ag: 6%; HT1080 IDH1KD tx: -1%; HEK293 tox: -2%; HT1080-NT tox: 7%
Listed for CCC1CCCCN1CCCNC(=O)c1c(O)nc2cc(C)ccn2c1=O (configuration not stated) : KB-3-1 cytotox: 15%&6%; TDP43 rescue: 2%&-7%; GLP1R ag: 3%&-1%; SW480 rerep: 1%; KB-V1 MDR tox: 17%&2%; GLP1R inv ag: 26%&-9%; HT1080 IDH1KD tx: 4%; HEK293 tox: -5%&-4%; HT1080-NT tox: 13%

Next records.
canonical_smiles	KB-3-1 cytotox	TDP43 rescue	GLP1R ag	SW480 rerep	KB-V1 MDR tox	GLP1R inv ag	HT1080 IDH1KD tx	HEK293 tox	HT1080-NT tox
Cc1ccc(CNC(=O)c2ccc(Cn3c(=O)c4ccccc4n(CC(=O)Nc4ccc(C)cc4C)c3=O)cc2)cc1	1%	16%	1%	.	-6%	4%	.	3%	.
COc1ccc(C2(C(=O)NCc3ccco3)CCCC2)cc1OC	-4%	13%	7%	-5%	-1%	0%	3%	-16%	3%
COc1cccc(C2CC(C(F)(F)F)n3ncc(C(=O)NCC4CCCO4)c3N2)c1 (configuration not stated)	14%	-17%	9%	-5%	?	-12%	23%	1%	-5%
CC1(Cc2cc(Cl)ccc2C(F)(F)F)C(=O)Nc2ccc(-c3ccc(F)c(Cl)c3)cc21 (configuration not stated)	0%	22%	-26%	.	0%	?	-9%	11µM*	?
S=c1[nH]nc(C2COc3ccccc3O2)o1 (configuration not stated)	-4%	9%	1%	1%[9.22 µM]	4%	5%	3%	11%	1%
Cc1noc(N)c1C(=O)Nc1ccc(F)cc1	7%	7%	-10%	-2%	0%	-1%	19%	-10%	16%
COc1cccc(/C=N/NC(=O)CCn2c3ccccc3c3ccccc32)c1	9%	4%	2%	-16%	-10%	-2%	-13%	-10%	-6%
C/C(=N\NC(=O)Cc1c(Cl)cccc1Cl)c1cccnc1	0%	14%	-1%	-10%	-3%	4%	-7%	-1%	-4%
COc1ccc(-c2cc(C(=O)Nc3sc4c(c3C#N)CCCC4)no2)cc1OC	0%	2%	.	.	0%	0%	.	-9%	.
COc1ccc(Cl)cc1N1C(=O)/C(=C\c2sccc2C)N=C1SCC(=O)NC1CC1	9%	25%	1%	10%	21µM*	8.9µM*	-29%	-9%	?
CC(C)Nc1nc(NC(C)C)nc(NS(=O)(=O)c2ccc(N)cc2)n1	16%	2%	-6%	0%	13%	0%	6%	5%	18%
Cc1ccc(N2C(=O)C(CN3CCCCC3)C2c2ccccc2)cc1 (configuration not stated)	4%	-10%	7%	-3%	?	?	-6%	14%	0%
O=C(Cc1cc(=O)[nH]c(=O)[nH]1)NCC1CCCO1 (configuration not stated)	14%	29%	-2%	-5%	-22%	4%	4%	0%	9%
O=C(Oc1c(CN2CCOCC2)cc(Cl)c2cccnc12)c1ccccc1Cl	?	8%	8%	17%	?	?	6.5µM*	?	?
CC1=NN(C(C#N)c2cccc([N+](=O)[O-])c2)C(C)(C)C1 (configuration not stated)	4%	-5%	0%	0%	19%	2%	4%	13%	3%
COc1ccc([N+](=O)[O-])cc1NC(c1nnc(-c2ccccc2)o1)c1ccccc1F (configuration not stated)	0%	12%	.	.	2%	17%	.	-10%	.
O=c1c2c(ncn2C2CCCC2)n(Cc2ccccc2)c(=O)n1CCOc1ccc(Br)cc1	13%	-23%	-2%	4%	?	?	9%	-5%	2%
Cc1ccc(C)c(N(C(=O)CNC(=O)c2ccco2)C(C(=O)NCC2CCCO2)c2ccccc2)c1 (configuration not stated)	-10%	-14%	2%	?	-11%	?	-5%	-14%	-2%
COc1ccc(CCNS(=O)(=O)c2c(C)nc3sccn3c2=O)cc1OC	4%	8%	.	.	23%	27%	.	1%	.
Cc1nc(SC2C=CS(=O)(=O)C2)n[nH]1 (configuration not stated)	2%	-11%	-7%	-2%	24%	0%	-2%	-6%	5%
Cc1ccsc1/C=N/NC(=O)c1ccc([N+](=O)[O-])cc1	-11%	8%	2%	7%	-26%	20%	?	-7%	-28%
CCC(Oc1ccc(Cl)cc1)C(=O)N1CC(=O)Nc2ccccc21 (configuration not stated)	-1%	12%	6%	2%	-12%	-24%	-6%	-1%	0%
COc1ccccc1C1C2C(=O)N(c3ccccc3)C(=O)C2ON1c1ccccc1 (configuration not stated)	-5%	9%	-11%	-5%	25%	-2%	-7%	6%	-2%
CCN(C[C@H]1N[C@@](CC)(C(=O)OC)[C@H]2C(=O)N(Cc3ccccc3)C(=O)[C@@H]12)C(=O)c1ccc(C(C)(C)C)cc1	0%	18%	-1%	-8%[9.22 µM]	?	?	21µM*	-25%	?
